FBW7 activator: FBW7 E3 ligase activators, primary screen, biochemical, AlphaScreen, human. AlphaScreen FBW7–phospho-cyclin E peptide binding, activator screen. normalized activity (activation), % at 26.1 µM. hit rate 0.13% among 650,000. AID 1259310, 2017; in the data active means normalized activity above about 1.9%;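 further: purified mutant Fbw7 with reduced substrate affinity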
TEAD-YAP block: TEAD-YAP interaction inhibition, primary screen, TEAD-YAP interaction inhibitor project, luminescence, HEK-TIYL cells; TEAD-Gal4/YAP UAS-luciferase luminescence; inhibition, % at 9.12 µM; hit rate 1.4% among 640,000; AID 1259422, 2018; in the data active means inhibition above about 32%;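 further: 0% = median of test compound wells and 100% = reference inhibitor wells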
MITF inh: MITF inhibitors, primary screen, biochemical, AlphaScreen, human. Microphthalmia-associated transcription factor (Homo sapiens), O75030. hit rate 0.91% among 650,000. inhibition, % at 2.6 µM. AlphaScreen MITF homodimerization, bead proximity signal; in the data active means inhibition above about 50%;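 further: 0% = vehicle wells with protein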
Target sequence (O75030 whole entry, looked up): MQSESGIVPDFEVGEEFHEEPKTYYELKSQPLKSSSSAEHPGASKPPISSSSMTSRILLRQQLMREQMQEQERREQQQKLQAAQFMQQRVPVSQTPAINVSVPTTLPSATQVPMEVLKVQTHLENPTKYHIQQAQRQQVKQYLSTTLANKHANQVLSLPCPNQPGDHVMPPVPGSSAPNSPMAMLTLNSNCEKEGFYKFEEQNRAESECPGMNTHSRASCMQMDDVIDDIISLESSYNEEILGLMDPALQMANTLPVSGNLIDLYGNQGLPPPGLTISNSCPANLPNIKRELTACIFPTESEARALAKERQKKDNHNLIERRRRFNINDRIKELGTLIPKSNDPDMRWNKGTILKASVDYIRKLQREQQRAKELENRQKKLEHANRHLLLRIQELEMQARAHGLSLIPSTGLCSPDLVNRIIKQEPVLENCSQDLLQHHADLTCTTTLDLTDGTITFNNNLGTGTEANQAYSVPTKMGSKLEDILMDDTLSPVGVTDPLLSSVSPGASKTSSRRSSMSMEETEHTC
GPR151 ag: activators of human GPR151, primary screen, cell-based, PathHunter beta-arrestin, luminescence | G-protein coupled receptor 151 (Homo sapiens), Q8TDV0 | activation, % at 11.2 µM | hit rate 1% among 650,000 | AID 1508602, 2020 | PathHunter beta-arrestin GPR151 cells; in the data active means activation above about 4.9%;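 further: 0% = median of compound wells and 100% = cells with positive control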
Target sequence (Q8TDV0 whole entry, looked up): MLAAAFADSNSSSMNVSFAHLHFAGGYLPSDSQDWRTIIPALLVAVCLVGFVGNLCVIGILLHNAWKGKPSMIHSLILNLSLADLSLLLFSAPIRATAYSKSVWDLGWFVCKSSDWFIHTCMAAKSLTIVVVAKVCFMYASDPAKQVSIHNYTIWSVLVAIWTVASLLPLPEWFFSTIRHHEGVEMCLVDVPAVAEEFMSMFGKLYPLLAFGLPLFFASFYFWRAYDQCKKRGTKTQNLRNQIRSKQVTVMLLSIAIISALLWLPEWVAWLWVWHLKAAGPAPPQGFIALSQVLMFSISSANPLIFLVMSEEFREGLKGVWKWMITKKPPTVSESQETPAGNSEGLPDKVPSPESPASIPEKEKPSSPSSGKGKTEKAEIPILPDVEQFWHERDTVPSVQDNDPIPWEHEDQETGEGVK
* hit, by the source's call; x = no result given.

mol	MITF inh	FBW7 activator	TEAD-YAP block	GPR151 ag
O=C(Cn1c(=O)n(-c2ccccc2)c(=O)n1CC(=O)N1CCOCC1)N1CCOCC1	-8.1	0.7	-0.4	-0.4
COCCOC(=O)c1c(C)oc2ccc(OCc3ccc(Cl)cc3Cl)cc12	18.4	0.2	5.5	-0.3
CNC(=O)c1cc(Cl)ccc1NC(=O)c1cccc([N+](=O)[O-])c1	9.1	-0.2	-1.0	-1.2
COc1ccc(NC(=O)N2CCN(c3nc4ccccc4n3CC(C)C)CC2)cc1	-3.6	0.2	11.6	-1.7
NC(=O)C1CCCN(c2ccc(C(F)(F)F)cc2[N+](=O)[O-])C1 (centres undefined)	13.9	0.1	6.8	0.6
O=C(c1ccc(CNc2nc(=S)[nH]c3ccccc23)cc1)N1CCCCC1	2.0	-0.1	9.4	0.5
Cc1ccc2nc(C)cc(NC(=O)c3cccc(S(=O)(=O)N4CCOCC4)c3)c2c1	5.6	0.1	-3.8	-0.2
CCOc1ccc(NC(=O)CN2CCN(c3ccc(F)cc3)CC2)cc1	-12.2	-0.1	9.5	-0.5
Cc1ccc(S(=O)(=O)/N=C2\SCCN2S(=O)(=O)c2ccc(C)cc2)cc1	1.4	-0.1	-5.2	1.2
CN(C)C(=O)CN1CCC(O)(c2cccnc2)CC1	-0.5	0.0	-2.2	1.0
COC(=O)c1cc(OC)c(OC)cc1NC(=O)c1cc2ccccc2oc1=O	-0.2	-0.1	-9.6	-0.9
O=C(CSCc1ccccc1)Nc1ccc(Br)cc1C(=O)O	-21.5	0.0	6.1	1.1
Cc1c(C)n(Cc2ccccc2)c2ncnc(Cl)c12	-2.8	0.4	23.1	0.2
Cc1ccc2nc(C3CCCCN3C(=O)C3CCCO3)[nH]c2c1 (centres undefined)	4.4	-0.1	-7.7	1.1
CC(=O)OC(OC(C)=O)C12C=CC(O1)C1C(=O)N(c3ccc(Cl)cc3)C(=O)C12 (centres undefined)	8.9	0.1	5.4	-0.1
C=C(C)CSc1nc2c(c(=O)n1-c1ccccc1)C1(CCCCC1)Cc1ccccc1-2	20.0	0.0	2.3	-1.1
Cc1sc2ncn(CC(=O)NCCCC(=O)N3CCN(c4ncccn4)CC3)c(=O)c2c1C	-1.2	0.4	3.7	-0.3
COc1ccc(NC(=O)c2oc3ccccc3c2NC(=O)c2ccccc2)c(OC)c1	11.9	1.4	0.2	0.2
CC1=C(C(=O)OCCc2ccccc2)C(c2ccc(Cl)c(Cl)c2)NC(=O)N1 (centres undefined)	5.4	-0.1	1.5	-0.5
COc1ccc2cc(C3CC(c4ccc(Cl)cc4)n4nnnc4N3)ccc2c1 (centres undefined)	-3.4	0.5	1.3	-0.4
CCOC(=O)c1sc2nc(C)[nH]c(=S)c2c1C	7.7	0.0	-9.5	0.4
CC1(C)CC2CC(C)(CN2c2ccc(C(=O)O)cc2[N+](=O)[O-])C1 (centres undefined)	5.5	0.1	35.2*	-0.6
COc1ccccc1NC(=O)Nc1nnc(N2CCCCC2C)s1 (centres undefined)	-7.7	0.0	-21.6	-0.4
CN(C)Cc1ccccc1C(O)c1ccccc1 (centres undefined)	2.5	-0.2	-2.8	0.7
CCOC(=O)NC(Nc1sc(C)c(CC)c1C#N)(C(F)(F)F)C(F)(F)F	-0.9	-0.2	-8.2	1.2
COc1ccc(C(=O)NNC(=S)NCc2ccco2)cc1OC	14.0	0.1	6.7	-0.1
C/C(=N\NC(=S)N1CCCC1)c1ccccc1	3.9	-1.3	-27.9	-0.4
CCOC(=O)c1cc2sc(C)cc2n1CC(=O)N1CCCCC1C (centres undefined)	19.3	0.0	10.4	1.7
CCn1cnc2sc(C(=O)N3CCN(c4ccccc4)CC3)c(C)c2c1=O	12.7	0.2	3.5	0.9
c1cnc2ccc(Nc3nc4ncnc(NCCN5CCOCC5)c4[nH]3)cc2c1	2.8	-0.1	4.3	0.5
COc1ccc(Nc2nc(N3CCOCC3)nc(N3CCC(C)CC3)n2)cc1	9.2	0.1	-4.7	-0.6
CN(C)N1C(N)=C(C#N)C(c2cccc(Cl)c2)C2=C1CC(C)(C)CC2=O (centres undefined)	-6.2	0.4	-18.8	-0.7
Cc1ccccc1C1C(=O)N(C2CCCCC2)CC(=O)N1Cc1ccc2c(c1)OCO2 (centres undefined)	-12.2	0.2	-6.7	0.1
COc1ccc(C2CC(c3cccs3)=NN2C(=O)CSc2nnc(CNC(=O)COc3ccccc3)n2Cc2ccccc2)cc1 (centres undefined)	-4.5	0.0	-1.2	0.7
CC(C)n1c(C2COc3ccccc3O2)nc2ncc(-c3ccncc3)cc21 (centres undefined)	0.6	0.2	33.0*	1.6
O=C1CC2c3ccccc3C1C1C(=O)N(c3ccc(I)cc3)C(=O)C21 (centres undefined)	4.1	0.1	2.5	0.4
COc1cc(NC(C)=O)ccc1NC(=O)c1ccco1	9.1	0.4	-24.5	2.7
COC(=O)c1ccc2c(=O)n(CCN3CCOCC3)c(SCC(=O)Nc3ccccc3OC)nc2c1	26.3	0.4	-5.1	-2.1
COc1ccccc1C=Nc1ccc(S(=O)(=O)Nc2ccccn2)cc1	6.4	0.1	0.9	0.5
O=C(NC1(c2ccc(F)cc2)CCCC1)c1ccc(N2CCCCS2(=O)=O)cc1	17.5	0.5	6.8	0.7

Compound profiles (already shown). Order of values: MITF inh, FBW7 activator, TEAD-YAP block, GPR151 ag
`O=C1CC2c3ccccc3C1C1C(=O)N(c3ccc(I)cc3)C(=O)C21` (centres undefined) is entered as 4.1, 0.1, 2.5, 0.4
`COc1ccc(Nc2nc(N3CCOCC3)nc(N3CCC(C)CC3)n2)cc1` is entered as 9.2, 0.1, -4.7, -0.6
`CN(C)N1C(N)=C(C#N)C(c2cccc(Cl)c2)C2=C1CC(C)(C)CC2=O` (centres undefined) is entered as -6.2, 0.4, -18.8, -0.7

(cont.)
mol	MITF inh	FBW7 activator	TEAD-YAP block	GPR151 ag
COc1ccc(OC)c(/C=C/C(=O)NNC(=O)c2cccnc2)c1	3.5	0.2	-3.0	-0.4
CC(=O)N1CC(C)C(=O)Nc2ccccc21 (centres undefined)	0.8	0.1	0.5	2.3
O=C(c1ccc(CN2CCCCC2)cc1)N1CCc2c(nc(N3CCOCC3)[nH]c2=O)C1	-2.2	-0.2	-6.4	0.8
CSc1ccc(C(=O)N2CCNC(=O)C2(C)C)cc1	-12.7	0.2	9.8	-0.7
CCCCN1C(=O)C(O)(CC(=O)c2ccccc2O)c2cc(Br)ccc21 (centres undefined)	-2.0	0.0	15.9	-0.3
CCn1c(=NC(=O)CS(=O)(=O)c2ccc(F)cc2)sc2cc([N+](=O)[O-])ccc21	4.8	-0.4	-6.3	2.2
COCCn1nnnc1C(c1ccccc1F)N1CCC(C(N)=O)CC1 (centres undefined)	8.4	0.3	-3.4	-0.9
CCOc1ccc(S(=O)(=O)NCC2CCN(Cc3cccs3)CC2)cc1	-2.2	-0.1	9.2	-0.2
O=C(O)COc1ccc(NC(=O)c2ccc(Cl)c(Cl)c2)cc1	17.4	0.5	-9.5	-1.0
Cc1csc(N2CCc3ccccc32)n1	33.6	-0.1	-21.6	-1.2
COc1ccc(N2CCN(C(=O)CC34CC5CC(CC(Br)(C5)C3)C4)CC2)cc1	-13.4	-0.1	-4.7	-0.8
Cc1ccc(N(C(=O)c2cccc([N+](=O)[O-])c2)c2ccc3ccccc3c2)cc1	4.7	-0.1	-14.5	0.8
CCc1ccccc1N(CC)C(=O)C(=O)Nc1ccc2nc3n(c(=O)c2c1)CCCCC3	0.6	0.1	1.9	1.0
COc1ccc(C(=O)/C=C/Nc2ccc(C(C)=O)cc2)cc1OC	-4.8	-0.2	-17.0	1.1
COc1ccc(C(=O)Nc2ccnn2C2CCN(C(=O)c3cnsn3)CC2)cc1	5.6	0.1	-0.3	2.3
Cc1ccc(C2C(C#N)=C(N)N(c3ncn[nH]3)C3=C2C(=O)CC(C)(C)C3)cc1 (centres undefined)	-1.9	0.1	4.4	0.2
Cc1ccccc1-n1c(SCc2cc(=O)n3cc(Br)ccc3n2)nc2[nH]ncc2c1=O	7.3	0.7	-0.9	-0.9
N#Cc1ccccc1N1C(=O)C2C3C=CC(C3)C2C1=O (centres undefined)	-0.2	0.0	3.3	-0.9
CCOC(=O)C1(Cc2cccc(OC)c2)CCCN(C(=O)c2cc(C)[nH]n2)C1 (centres undefined)	5.3	0.1	-53.1	0.8
CCOC(=O)C1=C(CC)NC2=C(C(=O)CC(C)(C)C2)C1c1cccnc1 (centres undefined)	0.1	0.1	-0.4	-0.4
O=C(Nc1ccccc1-c1ccccc1)C1CCN(c2nnnn2-c2ccccc2)CC1	4.2	-0.1	-8.6	0.8
CC1=C(C(=O)OC(C)(C)C)C(c2ccc(Br)cc2)NC(=O)N1 (centres undefined)	-17.8	-0.2	-0.2	0.4
CCCc1ccc(C(=O)Nc2cnc3ccccc3c2)cc1	11.7	0.0	70.4*	-5.2
O=C1CSC(c2cc3c(cc2[N+](=O)[O-])OCO3)N1c1ccc(F)c(Cl)c1 (centres undefined)	14.2	0.1	2.7	-0.9
CC1(C)[C@H]2CC=C(CCNC3CCN(c4cccc(NC(=O)C5CC5)c4)CC3)[C@@H]1C2	26.3	-0.2	-1.1	0.3
O=C1CCN(Cc2c(C(=O)N3CCN(C4CCCCC4)CC3)nc3ccccn23)CCN1	2.9	0.2	5.2	-0.5
CC/C=C\C[C@H](O)/C=C/[C@H]1C(=O)C[C@H](O)[C@@H]1C/C=C\CCCC(=O)O	13.6	x	x	0.2
CCCCC(C(=O)Nc1ccc(Oc2ccccc2)cc1)N1C(=O)c2ccccc2C1=O (centres undefined)	-1.8	-0.2	1.6	1.7
C=CCOC(=O)C1=C(C)N(C)C(=O)NC1c1cccc([N+](=O)[O-])c1 (centres undefined)	4.2	0.0	1.2	0.7
Cc1c(NC(=O)c2cccc(I)c2)c(=O)n(-c2ccccc2)n1C	-2.4	-0.1	8.5	0.7
Cn1c(=O)n(Cc2cccc(Cl)c2)c(=O)c2c1nc1n2CCCN1C1CCCCC1	1.5	0.1	-7.5	-0.6
COc1ccc(/C=C(\C#N)C(=O)NCc2ccc(F)cc2)c(OC)c1OC	3.2	0.0	-0.8	0.5
Cc1cc(Nc2cccc(F)c2)nc(N2CCOCC2)n1	-9.9	-0.4	-7.7	-0.7
COc1cc(OC)c(C2Nc3cccc4cccc(c34)N2)c(OC)c1	15.1	0.5	31.1	-0.3
CC(Sc1n[nH]c(N)n1)C(=O)C12CC3CC(CC(C3)C1)C2 (centres undefined)	-4.1	0.0	-4.4	0.3
Cc1ccc(C)c(NC(=O)Cn2c(SCc3ccccc3)nc3ccccc32)c1	-9.6	-0.3	-20.9	0.5
Cc1cs/c(=N\N=C\c2ccc(OCc3ccccc3)cc2)n1N	-1.8	0.0	-12.9	-1.4
CN1CCc2nc(SCc3ccccc3Cl)c(C#N)c(-c3cccs3)c2C1	5.9	0.3	-6.1	-1.3
COc1cccc(C(=O)Nc2nc(-c3ccc(Cl)c(Cl)c3)cs2)c1	2.6	-0.1	1.9	1.9
COc1ccc(NC(=O)CNC(=O)c2nn(-c3ccc(OC)c(OC)c3)c(=O)c3ccccc23)cc1OC	3.5	0.3	33.7*	-0.9
O=c1[nH]c2cc([N+](=O)[O-])c(N3CCOCC3)c([N+](=O)[O-])c2[nH]1	-7.9	-0.8	-18.6	-0.2
CNC(=O)CSc1nnc(SCCC(=O)O)s1	-1.1	-0.3	10.2	1.8
Cc1cccn2c(=O)c(C=C(C#N)C#N)c(N3CCN(C)CC3)nc12	-6.3	0.0	-1.9	-0.8
OC1CCC(NCC(O)COc2ccc(-c3ccccc3)cc2)CC1 (centres undefined)	2.9	0.1	-1.6	-0.8
Cc1c(C(=O)Nc2ccccc2N2CCOCC2)cccc1[N+](=O)[O-]	-1.4	0.1	4.7	-0.3
CC(C)SC1=NSC2=NC(=O)/C(=C\c3ccc(OS(C)(=O)=O)cc3)C(=N)N21	-8.9	0.2	-9.3	0.0
CCCCOC(=O)Nc1cc([N+](=O)[O-])ccc1C	-1.2	-0.1	-0.5	-0.5
O=C(CSc1nnc(-c2cccs2)n1CC1CCCO1)Nc1ccc(Cl)cn1 (centres undefined)	-5.7	-0.2	1.8	1.5
Cc1oc2cc(Br)c(OCC(=O)OC(C)(C)C)cc2c1C(=O)OC(C)C	13.7	0.1	5.8	0.4
O=C(CSc1nnc(NC(=O)Cc2ccccc2)s1)Nc1ccc2c(c1)OCO2	-3.7	-0.5	-2.8	4.2
COc1cc(/C=C/C(=O)O)cc(S(=O)(=O)Nc2ccccc2C(N)=O)c1OC	-8.7	0.0	-7.2	-0.6
COc1ccc(S(=O)(=O)N(Cc2cc3ccc(C)cc3[nH]c2=O)CC2CCCO2)cc1 (centres undefined)	69.0*	0.3	12.3	-1.1
